# PI4K2A inh: qHTS for small molecular inhibitors of PI4K2A | purified PI4K2A, ADP-Glo luminescence, 1 h; stronger effect = lower value | AID 1346378, 2018 | hit rate 0.13% among 420,000 | Phosphatidylinositol 4-kinase type 2-alpha (Homo sapiens), Q9BTU6 | activity change, negative = inhibition, % at 76.9 µM; in the data active = activity change below about -50%; inconclusive = mostly about -30% to -49%;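 also: -100% = wells without enzyme as full effect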
#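 PI4K2A activity was measured by ADP-Glo luminescence: enzyme (4 ug/mL stock) and phosphatidylinositol (1.2 mM stock) in Tris pH 7.5/MgCl2/EGTA/Triton X-100 buffer were reacted with ATP (300 microM stock) for one hour at ambient temperature.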
# Pin1 inhibitor: qHTS Assay to Find Inhibitors of Pin1; Pin1 FP peptide displacement, HiFluor488, 10 min; Potency, µM (doses to about 115 µM), for inactives: at the highest dose activity, negative = inhibition, usual class: inhibitors; hit rate 0.009% among 390,000; Peptidyl-prolyl cis-trans isomerase NIMA-interacting 1 (Homo sapiens), Q13526; active = well fitted inhibition curve with a large enough effect in the polarisation, with a control signal flat, not every such curve was filed as active; inconclusive = small, poorly fitted or top-dose-only effect, or effect the other way, or a change in a side signal; inactive = no such curve, though single readings can be large or run the other way; the % refers to the polarisation; also: potency is read from the fitted curve at half-maximal effect; % is scaled to controls: 0 for no effect and ±100 for the full control effect
# JMJD2A Tudor inh: qHTS Assay for Inhibitors of JMJD2A-Tudor Domain | Lysine-specific demethylase 4A (Homo sapiens), O75164 | AlphaScreen JMJD2A-Tudor / H3K4me3 peptide binding | Potency, µM (doses to about 114 µM), without a hit: at the highest dose activity change, negative = inhibition, actives largely listed as inhibitors | hit rate 4.4% among 390,000 | AID 504339, 2011; also: potency is read from the fitted curve at half-maximal effect; % is scaled to controls: 0 for no effect and ±100 for the full control effect; nearly all actives have a fitted effect of over 50% in size
# Target sequence (O75164 whole entry, looked up, the tested form may be a part): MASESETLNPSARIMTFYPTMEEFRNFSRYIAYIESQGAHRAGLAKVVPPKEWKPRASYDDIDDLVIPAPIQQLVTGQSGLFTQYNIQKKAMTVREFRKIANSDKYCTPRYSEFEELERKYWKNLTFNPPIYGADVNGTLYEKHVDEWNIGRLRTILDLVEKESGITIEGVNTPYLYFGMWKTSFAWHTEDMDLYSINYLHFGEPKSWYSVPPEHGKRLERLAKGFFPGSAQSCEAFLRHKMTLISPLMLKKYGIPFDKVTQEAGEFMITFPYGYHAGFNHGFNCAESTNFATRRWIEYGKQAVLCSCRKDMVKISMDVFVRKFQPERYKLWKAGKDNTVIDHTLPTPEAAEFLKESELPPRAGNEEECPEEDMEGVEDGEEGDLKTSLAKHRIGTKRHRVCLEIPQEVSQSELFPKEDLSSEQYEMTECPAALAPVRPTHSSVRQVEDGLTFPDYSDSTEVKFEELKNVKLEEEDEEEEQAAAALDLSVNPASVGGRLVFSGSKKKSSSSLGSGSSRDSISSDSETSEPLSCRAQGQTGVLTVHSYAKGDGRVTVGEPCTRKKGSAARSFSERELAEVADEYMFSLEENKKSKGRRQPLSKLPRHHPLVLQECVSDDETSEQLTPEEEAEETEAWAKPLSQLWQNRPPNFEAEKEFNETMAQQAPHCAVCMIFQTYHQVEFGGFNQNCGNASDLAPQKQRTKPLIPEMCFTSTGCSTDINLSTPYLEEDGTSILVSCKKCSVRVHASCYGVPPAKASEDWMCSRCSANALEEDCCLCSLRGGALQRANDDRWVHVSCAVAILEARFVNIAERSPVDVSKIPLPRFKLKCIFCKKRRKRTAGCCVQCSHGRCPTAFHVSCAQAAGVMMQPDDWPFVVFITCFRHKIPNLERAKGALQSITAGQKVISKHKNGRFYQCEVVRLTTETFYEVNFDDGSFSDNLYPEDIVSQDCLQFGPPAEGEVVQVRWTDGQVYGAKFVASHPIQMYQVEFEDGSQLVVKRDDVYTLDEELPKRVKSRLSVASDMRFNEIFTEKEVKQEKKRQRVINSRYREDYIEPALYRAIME
# G9a inh: qHTS Assay for Inhibitors of Histone Lysine Methyltransferase G9a; Histone-lysine N-methyltransferase EHMT2 (Homo sapiens), Q96KQ7; Potency, µM (titrated, usually from 102 µM), for the others: top-dose activity, negative = inhibition, usual class: inhibitors; G9a H3K9 monomethylation, AlphaScreen, 2 h; hit rate 8.8% among 350,000; AID 504332, 2011; also: potency is read from the fitted curve at half-maximal effect; % is scaled to controls: 0 for no effect and ±100 for the full control effect; nearly all actives have a fitted effect of over 75% in size
#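 AlphaScreen read-out: biotin-H3K9 peptide (500 nM) methylation by 20 nM enzyme with 20 uM SAM, 2 h at room temperature after 15 min compound preincubation; anti-monomethyl H3K9 antibody plus donor/acceptor beads, 10 min dark.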
# Pol eta inh: qHTS for Inhibitors of Polymerase Eta; DNA polymerase eta (Homo sapiens), Q9Y253; recombinant Pol eta, fluorescent DNA replication assay; Potency, µM (titrated, usually from 114 µM), without a hit: at the top dose activity change, negative = inhibition, most hits filed as inhibitors; hit rate 1.2% among 390,000; also: potency is read from the fitted curve at half-maximal effect; % is scaled to controls: 0 for no effect and ±100 for the full control effect
#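 Pol eta (10 nM) was preincubated with compounds for 15 min at room temperature, after which fluorescent replication substrate (50 nM final) was added to start the reaction. Fluorescence was read kinetically at 0 and 10 min.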
# Tb PGK inh: qHTS Assay to Find Inhibitors of Phosphoglycerate Kinase. Phosphoglycerate kinase, glycosomal (Trypanosoma brucei brucei), P07378. hit rate 0.043% among 380,000. PGK/GAPDH coupled, Kinase-Glo luminescence, 60 min. AID 602233, 2012. Potency, µM (doses to about 57.5 µM), for inactives: top-dose activity change, negative = inhibition, usual class: inhibitors; also: potency is read from the fitted curve at half-maximal effect; % is scaled to controls: 0 for no effect and ±100 for the full control effect; nearly all actives have a fitted effect of over 60% in size
#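 Luminescent ATP detection (Kinase-Glo Plus) follows a 60-minute room-temperature incubation, with wells lacking PGK as controls. Buffer: 100 mM TEA (pH 7.6), 5 mM MgCl2, 0.01% Tween-20. Coupling enzyme GAPDH (100 nM final) supplies unstable 1,3-BPG in-well.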
# BAZ2B block: qHTS Assay for Inhibitors of BAZ2B; AlphaScreen BAZ2B-H3K14Ac peptide displacement; Potency, µM (top dose mostly 114 µM), for inactives: at the highest dose activity change, negative = inhibition, actives largely listed as inhibitors; hit rate 4.4% among 360,000; AID 504333, 2011; also: potency is read from the fitted curve at half-maximal effect; % is scaled to controls: 0 for no effect and ±100 for the full control effect; nearly all actives have a fitted effect of over 60% in size
#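 In this displacement format the biotinylated H3(5-23) peptide acetylated at Lys14 serves as ligand at 50 nM, with BAZ2B at 50 nM in PBS pH 7.4 containing 0.01% Tween-20. Donor and acceptor beads are 10 ug/mL final.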
# GLS inh: qHTS for Inhibitors of Glutaminase (GLS); GLS enzymatic activity, qHTS titration; hit rate 0.21% among 410,000; Glutaminase kidney isoform, mitochondrial (Homo sapiens), O94925; AID 624170, 2012; Potency, µM (top dose mostly 45.5 µM), for inactives: top-dose activity change, negative = inhibition, usual class: inhibitors; also: potency is read from the fitted curve at half-maximal effect; % is scaled to controls: 0 for no effect and ±100 for the full control effect
#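 Read-out is an Amplex red fluorescence increase coupled through glutamate oxidase and HRP, measured before and after 30 min room-temperature incubation. hKGA is in 45 mM KH2PO4 (pH 8.2) with 0.02% Tween-20; glutamine added as 1mM solution.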
# HP1b binding inh: HTS for Inhibitors of HP1-beta Chromodomain Interactions with Methylated Histone Tails. Chromobox protein homolog 1 (Homo sapiens), P83916. AlphaScreen HP1-beta / biotin-H3K9me3 peptide binding. Potency, µM (top dose mostly 114 µM), for the others: at the top dose activity change, negative = inhibition, most hits filed as inhibitors. hit rate 0.56% among 390,000; also: potency is read from the fitted curve at half-maximal effect; nearly all actives have a fitted effect of over 70% in size; inactives centre near 23
#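 HP1-beta protein (50 nM final) preincubated 30 min at room temperature with biotinylated H3(1-18)K9me3 peptide (50 nM) in PBS pH 7.4, 0.01% Tween-20, then compound added for 30 min. AlphaScreen streptavidin donor/nickel chelate acceptor beads (10 ug/mL final), 30 min dark, luminescence read.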
# Numbers without * were called inactive; i = inactive; ? = inconclusive; . = no result given; & = joins results of further samples; [ ] = dose if it differs, or a comment. Unless noted, calls follow the shape of the dose curve; as a rule, active = well fitted curve in the direction sought with a large enough effect; inconclusive = small, poorly fitted or top-dose-only effect, or another doubt; inactive = no such curve, though single readings can be large; an effect the other way counts as inactive or inconclusive.
PI4K2A inh	Pin1 inhibitor	JMJD2A Tudor inh	G9a inh	Pol eta inh	Tb PGK inh	BAZ2B block	GLS inh	HP1b binding inh	SMILES
1	1%	-14%	-28%	-3%	3%	-1%	16%	21%	Cc1cc2c(cc1C)NC1=C(N2)OC(c2cccc(O)c2)C1=O (centres undefined)
-7	7%	-6%	-29%	-4%	-6%	-12%	0%	23%	Cn1nnnc1SCC(=O)Nc1ccc(Cl)c(S(=O)(=O)N2CCOCC2)c1
0	6%	-11%	-12%	-12%	3%	-19%	6%	18%	Nc1cc(Cl)nc(N/N=C/c2ccc([N+](=O)[O-])cc2)n1
0	-8%	-9%	-7%[59 µM]	-19%	5%	-15%	-11%	74%[activator]	Cc1cccc(CSc2cn(CC(=O)N3CCCCC3)c3ccccc23)c1
0	12%	-17%	-12%[59 µM]	-24%	2%	-5%	19%	14%	COC(=O)c1sc(N)c(C(=O)OC)c1COC(=O)[C@@H](NS(=O)(=O)c1cccc(Cl)c1)C(C)C
1	15%	-7%	18%[59 µM]	-1%	.	4%	2%	20%	O=C(Nc1ccc(Cl)cc1)N(Cc1nnc2n1CCCCC2)c1ccccc1
7	-8%	-6%	16%	-7%	-7%	2%	1%	13%	CC(C)c1nccn1CCC(=O)O
25	1%	-9%	22%	-25%	i	-2%	-14%	75%[activator]	Cc1cc(=O)oc2c(C)c(OC(C)C(=O)NCCCN3CCCC3=O)ccc12 (centres undefined)
-5	-8%	-7%	?	-1%	-5%	0%	0%	2%	CC(NC(=O)c1ccccc1)c1nnc(SCC(=O)NC2=NCCS2)n1C (centres undefined)
10	?	-6%	?	-2%	i	10%	8%	15%	O=c1c(-c2ccco2)[n+]([O-])c2ccccc2n1OCc1ccccn1
2	-8%	-4%	-42%	12%	i	-16%	-3%	19%	Cc1nn(CC(=O)NCCN2CCCCCC2)c(=O)c2nn(-c3ccccc3)c(C)c12
1	?	-14%	?	-6%	-7%	-3%	-6%	38%	COC(=O)C(C)N(C#N)c1nc(NC(C)C)nc(SC)n1 (centres undefined)
-1	-16%	?	.	-7%	6%	.	7%	19%	COc1ccc(C2=Nn3c(nnc3-c3ccccc3C(F)(F)F)SC2)cc1OC1CCOC1 (centres undefined)
0	9%	-1%	9%	-4%	-3%	-17%	-3%	24%	COc1ccc(/C=N\NC(=O)c2ccccc2Br)cc1COc1ccc(F)cc1
-7	.	.	.	-5%	4%	.	0%	.	COc1ccccc1S(=O)(=O)N(C)C[C@@H]1OCc2cnnn2CCCC(=O)N([C@H](C)CO)C[C@@H]1C
-22	18%	-17%	.	-10%	-2%	.	-3%	28%	O=C(COc1ccc(-c2nnco2)cc1)Nc1cc([N+](=O)[O-])ccc1F
-4	-1%	-22%	-11%	1%	.	-4%	1%	34%	CC(=O)Nc1ccc(S(=O)(=O)c2ccc([N+](=O)[O-])cc2)cc1
0	10%	0%	20%	-2%	6%	-12%	-2%	34%	N=c1sccn1CC(=O)NCc1ccc(Cl)cc1Cl
-1	-3%	-6%	?	-8%	i	?	0%	12%	CCOC(=O)NC(=O)/C(N=Nc1ccc(C(F)(F)F)cc1)=C(\C)O
-3	5%	-23%	?	-15%	3%	-2%	-1%	15%	Cc1cc(Nc2ccc(F)cc2Cl)n2nc(C)nc2n1
-3	-5%	-15%	23%[59 µM]	-3%	i	9%	12%	19%	COc1cc(OC)cc(C(=O)NNC(=O)Cc2ccc(OC)c(S(=O)(=O)N3CCOCC3)c2)c1
1	.	.	.	-3%	-4%	.	-4%	.	CC(=O)Nc1cccc(C(=O)Nc2cc(C(F)(F)F)ccc2-n2cncn2)c1
11	-4%	-17%	-10%[12.7 µM]	-6%	-8%	0%	0%	28%	O=C(CN1CCN(S(=O)(=O)c2ccc(Cl)cc2)CC1)NCC1(N2CCOCC2)CCCCC1
0	17%	-36%	?	-5%	-10%	-4%	-2%	-7%	CCn1cc([N+](=O)[O-])c(C(=O)N2N=C3/C(=C/c4cccs4)CCCC3C2c2cccs2)n1 (centres undefined)
4	-4%	-13%	13%	-12%	-4%	9%	2%	24%	CCOc1ccc(NC(=O)Nc2cnccn2)cc1
0	-10%	-16%	0%[59 µM]	6%	.	-1%	-1%	36%	c1ccc(-n2nnnc2OCCOc2nnnn2-c2ccccc2)cc1
-1	-13%	-19%	-8%	-6%	i	-12%	-5%	-13%	Nc1ccc(Cl)c(S(=O)(=O)Nc2ccc(Cl)cc2)c1
-2	7%	?	?	8%	4%	-5%	-1%	-1%	O=C(COc1ccc([N+](=O)[O-])cc1)N(C1CCCCC1)C1CCS(=O)(=O)C1 (centres undefined)
-2	4%	-8%	.	-4%	-12%	.	-2%	84%[activator]	NCCN1CCN2C(=O)CN(C(=O)c3ccccc3)CC12 (centres undefined)
-7	.	.	.	-14%	-9%	.	-13%	.	C[C@H]1CN([C@@H](C)CO)S(=O)(=O)c2ccc(C#CC(C)(C)O)cc2O[C@H]1CN(C)Cc1ccccc1
2	-5%	1%	11%[12.7 µM]	-3%	-2%	-4%	2%	32%	O=C(/C=C/c1ccccc1)N1CCOCC1
-4	-10%	-6%	21%	0%	2%	-5%	4%	15%	COc1ccc(C(=O)N/C(=C/c2cccnc2)C(=O)N2CCCCCC2)cc1OC
6	0%	-12%	-6%[2.33 µM]	-14%	1%	5%	10%	9%	Cc1ccc2nc(-c3ccccc3)cc(C(=O)Nc3cccnc3)c2c1
1	-14%	-11%	-7%	-4%	-6%	11%	-1%	19%	CC1CCCN(C(=O)Cn2nnc(-c3cccnc3)n2)C1 (centres undefined)
-11	14%	-11%	-13%[59 µM]	-13%	0%	-26%	-3%	3%	COc1cc(OC)cc(C(=O)Nc2nc(-c3nnn(-c4ccc(F)c(Cl)c4)c3C)ns2)c1
-1	3%	16%	15%[59 µM]	?	-5%	29%	0%	51%[activator]	COc1cccc(OCc2nc3ccccc3n2CCOc2cccc(C)c2)c1
3	14%	-6%	50µM*	-12%	-7%	-32%	17%	18%	CCN1CCN(c2ccc(N=Cc3ccccc3O)cc2)CC1
0	-11%	10%	6%[59 µM]	-20%	-9%	11%	-1%	36%	CC(NC(=O)c1nn(C)c(=O)c2ccccc12)c1ccccc1 (centres undefined)
4	-1%	7%	19%[0.501 µM]	-17%	.	-9%	-10%	58%[activator]	NC(=O)CSc1nnc(-c2ccco2)n1-c1ccccc1
-7	-5%	-31%	-35%	16µM*	-9%	?	-16%	12%	Cc1ccc(OCCC(=O)OCC(=O)Nc2ccc(Cl)cn2)cc1
5	-4%	-19%	.	-13%	i	.	-2%	31%	CCN(C(=O)CSc1nnc(-c2ccccc2OC)n1N)c1c(N)n(Cc2ccccc2)c(=O)[nH]c1=O
18	-10%	-24%	?	?	-7%	11%	0%	4%	CCC1CCCCN1S(=O)(=O)c1c(C)n(C)c(=O)n(C)c1=O (centres undefined)
-3	-1%	-4%	10%	-9%	0%	13%	-15%	21%	COc1ccc(CNC(=O)CC(NC(N)=O)c2ccccc2Cl)cc1OC (centres undefined)
-1	8%	-5%	1%[12.7 µM]	-5%	0%	-7%	-8%	55%[activator]	Cc1ccccc1NC(=O)C(C)OC(=O)C1CC(=O)N(Cc2ccco2)C1 (centres undefined)
2	-6%	-22%	-1%[2.33 µM]	-11%	-6%	-22%	-3%	4%	O=C(c1cc2ccccc2oc1=O)N(Cc1ccco1)CC1CCCO1 (centres undefined)
-1	41%[activator]	-28%	.	-12%	-3%	.	-1%	10%	CC[C@]1(C(=O)OC)[C@H]2C(=O)N(Cc3ccccc3)C(=O)[C@H]2[C@H]2CN=C(SCc3ccc(Cl)cc3)N21
-1&0	4%&15%	-5%&-13%	20%&1%[59 µM]	-8%&-2%	-8%&6%	-12%&-1%	0%&-9%	15%[57 µM]	COC(=O)c1cc(NC(=O)Cn2nc(C)n3cccc3c2=O)cc(C(=O)OC)c1
8	-3%	-11%	-1%[59 µM]	-4%	-4%	9%	6%	34%[activator]	Cc1cc(C)n(-c2ccc3cccc(NS(C)(=O)=O)c3n2)n1
4	0%	-9%	-17%[59 µM]	-9%	-2%	4%	-12%	36%	COc1cccc(NC(=O)CN(C)C(C)C(=O)NC(=O)NC2CCCCC2)c1 (centres undefined)
2	7%	12%	7%	-25%	7%	4%	-12%	18%	CC1CN(CC(O)COc2ccc(C#N)cc2)CCN1CC(O)COc1ccc(C#N)cc1 (centres undefined)
7	-2%	-7%	.	-11%	-2%	-4%	1%	27%	NS(=O)(=O)c1ccc(NC(=O)Nc2cccc3ccccc23)cc1
0	0%	1%	10%[59 µM]	-13%	i	4%	5%	50%[activator]	Cc1cccc(NC(=O)c2cnc3sc(N4CCCC4)nn3c2=O)c1C

# The list is partial; count on the stated rates, not on these rows.
